MCF10A rereplic: A quantitative high throughput screen for small molecules that induce DNA re-replication in MCF 10a normal breast cells; actives 2.9% (n = 350,000); AID 624296, 2012; MCF 10A DNA re-replication, Hoechst nuclear intensity, 48 h; Potency, µM (top dose mostly 46.1 µM), inactives show top-dose activity, positive = re-replication, most hits filed as activators; note: potency is the fitted concentration of half-maximal effect; % of control where 0% means no effect; nearly all actives have a fitted effect of over 50% in size
HT1080NT lethal: qHTS for induction of synthetic lethality in tumor cells producing 2HG: qHTS for the HT-1080-NT fibrosarcoma cell line; HT-1080-NT fibrosarcoma viability, CellTiter-Glo ATP luminescence, 48 h; Potency, µM (top dose mostly 46.1 µM), for the others: at the top dose activity, negative = less viability, most hits filed as cytotoxic; actives 1.6% (n = 360,000);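 note: NT is the 2HG producing partner of a matched IDH1 knockdown line; potency is the fitted concentration of half-maximal effect; 0% = DMSO-treated cells and -100% = media-only wells without cells; nearly all actives have a fitted effect of over 55% in size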
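750 cells/well, RPMI + 5% FBS; 2 h settle, compound pin-transfer, 48 h at 37 degrees C. CellTiter-Glo 10 min RT, luminescence. Normalized to DMSO and media-only wells.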
HT1080 IDH1KD tx: qHTS for induction of synthetic lethality in tumor cells producing 2HG: qHTS for the HT-1080-IDH1KD cell line; HT-1080 IDH1 knockdown viability, ATP luminescence, 48 h; Potency, µM (highest dose often 46.1 µM), without a hit: top-dose activity, negative = toxicity, actives largely listed as cytotoxic; actives 2% (n = 360,000);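 note: potency is the fitted concentration of half-maximal effect; 0% = DMSO wells and -100% = cell-free medium wells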
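HT-1080-IDH1KD cells (IDH1 knocked down), 750/well in RPMI with 5% FBS, treated with compound 48 h at 37 degrees C. Viability by CellTiter-Glo luminescence, normalised to DMSO and no-cell wells; concentration-response curves classed.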
DRD3 agonist: qHTS of D3 Dopamine Receptor Agonist: qHTS | D(3) dopamine receptor (Homo sapiens), P35462 | D3R DiscoveRx beta-arrestin cells, luminescence, 90 min | max activation, % | actives 0.58% (n = 410,000); in the data active = max activation above about 30%; note: 0% is about no effect; mostly tested at two doses, the higher about 12 µM
Target sequence (P35462 whole entry, looked up): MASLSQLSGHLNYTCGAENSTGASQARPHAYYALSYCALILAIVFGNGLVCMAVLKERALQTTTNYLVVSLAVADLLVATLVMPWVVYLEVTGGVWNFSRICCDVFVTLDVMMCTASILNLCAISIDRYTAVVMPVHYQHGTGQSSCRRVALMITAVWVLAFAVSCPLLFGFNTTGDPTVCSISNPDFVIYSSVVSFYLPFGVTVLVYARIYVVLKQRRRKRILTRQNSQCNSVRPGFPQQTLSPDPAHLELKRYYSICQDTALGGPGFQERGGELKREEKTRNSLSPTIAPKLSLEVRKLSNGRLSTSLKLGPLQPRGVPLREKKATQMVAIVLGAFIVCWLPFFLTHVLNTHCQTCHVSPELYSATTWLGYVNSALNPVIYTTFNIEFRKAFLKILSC
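Agonist mode: compounds and dopamine controls were applied to plated cells for 90 min at 37 degrees C after an overnight attachment at 1500 cells/well. Luminescent read-out followed 30 - 60 minutes at room temperature with DiscoveRx detection reagent.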
GLP1R cytotox: qHTS of GLP-1 Receptor Inverse Agonists: Cytotox Screen; actives 0.13% (n = 410,000); Potency, µM (highest dose often 38.3 µM), for inactives: top-dose activity change, negative = inhibition, usual class: inhibitors; HEK293 cAMP-luciferase reporter cells, luminescence, 24 h; AID 624418, 2012;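 note: loss of luciferase light is scored as toxicity; potency is the fitted concentration of half-maximal effect; % is set by controls: 0 for no effect and ±100 for the full control effect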
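MLSMR compounds, 24 hr on cells at 37 deg C/5% CO2; luminescence after luciferase reagent (12 min RT). Inhibition counted as the undesired cytotoxic outcome.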
KB-3-1 tox: qHTS assay for MDR1-selective chemotherapeutics: Primary screen using the parental adenocarcinoma cell KB-3-1 | actives 1.4% (n = 400,000) | Potency, µM (top dose mostly 46.1 µM), without a hit: at the top dose activity change, negative = cytotoxic, most hits filed as cytotoxic | AID 1347075, 2019 | KB-3-1 viability, CellTiter-Glo ATP luminescence, 72 h; note: potency is the fitted concentration of half-maximal effect; % is set by controls: 0 for no effect and ±100 for the full control effect; nearly all actives have a fitted effect of over 60% in size
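Parental KB-3-1 viability, qHTS format: 72 h compound exposure, 37 °C; CellTiter-Glo; media-only wells and DMSO plates as controls; concentration-effect fits on corrected data.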
SW480 rerep: A quantitative high throughput screen for small molecules that induce DNA re-replication in SW480 colon adenocarcinoma cells | SW480 DNA re-replication, Hoechst DNA content imaging, 48 h | Potency, µM (doses to about 46.1 µM), for the others: at the highest dose re-replication activation, most hits filed as activators | actives 1.8% (n = 340,000); note: potency is the fitted concentration of half-maximal effect; % of control where 0% means no effect; nearly all actives have a fitted effect of over 55% in size
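Image-based DNA-content assay: after two days of treatment, nuclei were labelled with the DNA dye Hoechst and imaged, and hits were compounds raising the count of nuclei showing high fluorescence intensity.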
IL1B secr inh: qHTS for Inhibitors of Inflammasome Signaling: IL-1-beta AlphaLISA Primary Screen | activity change, % at 57.5 µM | actives 4.7% (n = 360,000) | THP-1 LPS/ATP IL-1B secretion, AlphaLISA, 16 h; stronger effect = lower value; in the data active = activity change below about -50%; inconclusive = mostly about -30% to -49%; note: % is set by controls: 0 for no effect and ±100 for the full control effect
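Secreted IL-1B measured by AlphaLISA bead assay after 16 h compound exposure of THP-1 cells; compounds (final up to 57.5 uM) added 1 h before LPS (250 ng/mL) and ATP (1.25 mM) stimulation; lower signal means less secretion.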
KB-V1 cytotox: qHTS assay for MDR1-selective chemotherapeutics: Primary screen using the drug-selected MDR subline cells KB-V1 | actives 3.4% (n = 400,000) | Potency, µM (doses to about 46.1 µM), for the others: at the top dose activity change, negative = cytotoxicity, actives largely listed as cytotoxic | AID 1347076, 2019 | KB-V1 MDR cells viability, CellTiter-Glo, 72 h; note: potency is the fitted concentration of half-maximal effect; % is set by controls: 0 for no effect and ±100 for the full control effect; nearly all actives have a fitted effect of over 60% in size
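Cells of the MDR subline KB-V1 are plated, dosed with compound at multiple concentrations, and incubated 72 h at 37 degrees C; CellTiter-Glo is then added and luminescence read after 10 min.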
An asterisk follows results filed as active; ? = inconclusive; . = no result given; & = joins results of further samples; [ ] = another dose, or the depositor's remark. Unless noted, calls come from the whole dose curve; as a rule, active = well fitted curve in the direction sought with a large enough effect; inconclusive = small, poorly fitted or top-dose-only effect, or another doubt; inactive = no such curve, though single readings can be large; an effect the other way counts as inactive or inconclusive. Only part of the results is shown (hit frequency here may not be typical).

The line under a structure holds: MCF10A rereplic	HT1080NT lethal	HT1080 IDH1KD tx	DRD3 agonist	GLP1R cytotox	KB-3-1 tox	SW480 rerep	IL1B secr inh	KB-V1 cytotox
1) O=C(O)C1=CC2c3ccccc3C1c1ccccc12
    -4.7%	0.7%	7.9%	-3.4	7.0%	4.3%	?	15.7	18.7%
2) C[C@@H]1CN([C@H](C)CO)C(=O)c2cc(NC(=O)Nc3ccc(C(F)(F)F)cc3)ccc2O[C@H]1CN(C)C(=O)Nc1ccc(F)cc1
    -72.1%[inhibitor]	-29.6%	?	-16.3	?	?	?	-61.5*	0.7%
3) O=c1[nH]c(=S)[nH]c(O)c1/C=C1\C=Nc2ccccc21
    ?	-2.9%	?	1.5	-2.1%	?	?	-3.4	0.0%
4) CC(=O)OC(C)(C)/C=C/C(=O)C(C)(O)C1C(O)CC2(C)C3CC=C4C(CC(O)C(=O)C4(C)C)C3(C)C(=O)CC12C (centres undefined)
    ?	0.116µM*	0.0461µM*	4.3	-66.5%	0.164µM*	0.0116µM*	-98.8*	0.461µM*
5) CN1C(=O)NC(=O)[C@]2(Cc3ccccc3N3CCN(c4ccccc4)CC32)C1=O (some centres undefined)
    2.3%	0.7%	0.3%	-6.7	3.1%	15.5%	-2.6%	0.2	-1.5%
6) Nc1nc(N)c2nc(-c3ccccc3)c(N)nc2n1
    -44.8%[inhibitor]	2.31µM*	2.91µM*	-12.6&-12.2	114.4%[activator]	-15.2%&-1.6%	14.3%	40.8	-11.2%&-0.2%
7) O=C1/C(=C\c2cc3c(cc2Cl)OCO3)N2CCC1CC2
    -1.3%	-9.2%	-8.7%	1.5	-9.4%	-17.9%	-5.4%	-22.8	-12.6%
8) COc1cc(/C=C2\SC(=S)N(CCC(=O)N3CCCCC3)C2=O)cc(OC)c1OC
    20.6µM*	-15.2%	?	12.7	?	?	?	-101.3*	?
9) c1ccc(C2CC2)c(OCC2=NCCN2)c1
    -1.2%&1.4%	-13.9%	8.5%	-50.7&-6.6	0.3%	0.0%	26.8%&2.4%	0.7	1.9%
10) N#CC1c2ccccc2-n2nncc2CN1S(=O)(=O)c1ccccc1 (centres undefined)
    -1.9%	14.6%	11.8%	-5.8	1.9%	13.7%	-0.2%	17.7	4.4%
11) CCOC(=O)Cn1cc([N+](=O)[O-])nc1[N+](=O)[O-]
    13.8%	-1.9%	-2.1%	-2.6	-19.4%	0.0%	23.1µM*	20.5	-1.4%
12) CCOc1ccc2[nH]c(=O)c(CN(CCO)C3(c4nnnn4C4CCCCC4)CCCCC3)cc2c1
    7.8%	-3.9%	-4.0%	-4.9	8.5%	8.0%	5.6%	-8.7	?
13) N#C[C@H](O[C@@H]1O[C@H](CO[C@@H]2O[C@H](CO)[C@@H](O)[C@H](O)[C@H]2O)[C@@H](O)[C@H](O)[C@H]1O)c1ccccc1
    -1.3%	9.3%	12.2%	-10.3	11.1%	0.0%	-17.0%	16.0	26.0%
14) O=Cc1cn(Cc2ccccc2F)c2ccccc12
    19.5%	-6.4%	-17.0%	12.9	-3.0%	-7.3%	?	?	-1.4%
15) O=S(=O)(c1ccc(Nc2ccc(-c3ccc4c(c3)OCCO4)nn2)cc1)N1CCCC1
    -0.4%	15.8µM*	?	16.3	?	7.4%	-7.5%	0.0	?
16) CC(C)c1ccc2nc3sc(C(=O)N4CCc5ccccc5C4)c(N)c3cc2c1
    ?	?	?	4.4	216.8%[activator]	3.9%	2.2%	-11.7	-28.5%
17) Cc1cccc(CN2CCCC(C(=O)c3ccc4c(c3)OCO4)C2)n1 (centres undefined)
    ?	-2.9%	-10.2%	-7.0	?	-7.1%	5.8%	13.7	-23.4%
18) CCn1c(O)c(C=NCc2ccccc2)c(=O)[nH]c1=S
    ?	-2.3%	2.8%	-8.5	3.3%	0.0%	-1.1%	22.3	-0.9%
19) O=c1[nH]c(=O)n(Cc2ccccc2Cl)c(O)c1/C=C1/C=CC=N1
    6.51µM*	4.11µM*	5.8µM*	-7.6	-28.1%	23.1µM*	14.6µM*	22.4	-1.0%
20) O=C1[C@H]2[C@@H](C3CC3)N3C(=O)CN(CC4CC4)C(=O)[C@@]3(Cc3ccccc3)[C@H]2C(=O)N1c1ccccc1
    -5.8%	0.1%	1.6%	10.2	1.1%	6.1%	-0.4%	10.8	0.0%

(further entries)
The line under a structure holds: MCF10A rereplic	HT1080NT lethal	HT1080 IDH1KD tx	DRD3 agonist	GLP1R cytotox	KB-3-1 tox	SW480 rerep	IL1B secr inh	KB-V1 cytotox
21) CCOc1cc2c(cc1OCC)-n1cccc1C(c1ccc(F)c(OC)c1)NC2 (centres undefined)
    -0.3%	-4.8%	-0.2%	0.4	8.0%	14.6%	0.5%	?	-17.4%
22) Cc1ccc(OP(=O)(NCc2ccccc2)Oc2ccc(C)cc2)cc1
    ?	-1.2%	0.5%	5.1	-2.0%	?	?	?	14.6µM*
23) O=c1[nH]c(=O)n(-c2ccccc2Cl)c(O)c1C=NCCN1CCCCC1
    2.7%	-3.9%	-5.9%	-10.8	-22.6%	0.4%	-4.9%	?	?
24) COC(=O)C(O)(c1c[nH]c2ccccc12)C(F)(F)F (centres undefined)
    -1.1%	-8.2%	-9.0%	3.1	-4.1%	7.8%	-2.9%	-14.0	?
25) Cn1cnc(CCN)c1
    -4.3%	13.6%	2.3%	-8.0	1.2%	-0.2%	-82.9%[inhibitor]	1.7	14.6%
26) Fc1cccc(-c2ccc3c(c2)CN(c2cccc(Cl)c2)Cc2cnnn2-3)c1
    .	?	?	3.8	-2.8%	-0.4%	.	?	0.4%
27) Cc1ccc(S(=O)(=O)Oc2ccccc2C=C2C(=O)N(C)C(=O)N(C)C2=O)cc1
    ?	-1.9%	-0.9%	-6.7	-5.8%	?	7.7%	-5.8	-22.8%
28) COc1ccc(NC(=O)C(c2ccccc2)n2c(=O)c(-c3cc4ccccc4[nH]3)nc3ccccc32)cc1 (centres undefined)
    .	?	?	-3.9	.	-11.4%	.	-11.7	-17.2%
29) O=C(/C=C/c1ccc(Br)cc1)c1ccc(NC2=NCCCS2)cc1
    5.17µM*	?	?	-26.7	?	20.6µM*	4.61µM*	-65.0*	-14.1%
30) O=C(COc1ccc(Br)cc1)N1CCN(Cc2c[nH]c3ccccc23)CC1
    ?	-2.8%	-7.2%	-17.4	-25.9%	-20.9%	?	?	18.4µM*
31) CC(=O)C1CCC2C3CCC4CC(O)CCC4(C)C3CCC12C (centres undefined)
    ?	?	?	12.8	-4.1%	0.0%	19.6%	42.2	-23.1%
32) COc1cc2c3cc1Oc1cc(ccc1O)C[C@@H]1c4c(cc(OC)c(O)c4Oc4cccc(c4)C[C@@H]3N(C)CC2)CC[N+]1(C)C
    -14.9%	0.5%	6.7%	18.0	-1.3%	0.0%	9.3%	1.1	20.8%
33) NCCc1ccc(S(N)(=O)=O)cc1
    -27.6%	2.6%	-1.3%	-8.8	16.1%	15.4%	-22.9%	6.5	7.6%
34) COc1cc(C(=O)Nc2ccc(Br)cc2C(=O)c2ccccc2)cc(OC)c1OC
    -4.5%	-0.7%	-2.5%	0.5	-8.3%	-9.8%	0.6%	-1.8	-7.9%
35) CC[C@H]1CN2CCC1C[C@@H]2[C@H](O)c1ccnc2ccc(OC)cc12 (some centres undefined)
    -3.2%	-3.0%	-18.7%	-11.5	-3.2%	0.0%	-7.8%	-17.7	-27.9%
36) COc1ccc(OC(=O)N(C)C[C@@H]2OCc3cnnn3CCCC(=O)N([C@@H](C)CO)C[C@@H]2C)cc1
    .	-0.7%	2.8%	0.4	-11.0%	10.0%	.	-8.5	6.6%
37) CCN(CC)c1ccc(C=C2C(=O)N(C)C(=S)N(C)C2=O)o1
    4.8%	15.1%	10.8%	-10.9	0.3%	0.6%	-15.9%	3.3	?
38) O=C1N[C@@H](c2ccccc2)COC(=O)[C@@H](Cc2ccc(F)cc2)CC/C=C/C[C@@H]1CC(=O)N(CCO)Cc1ccccc1
    17.6%	?	?	11.5	-7.7%	0.0%	-6.1%	?	0.0%
39) COC(=O)C(O)(c1ccc(NC(=O)c2ccco2)c(OC)c1)C(F)(F)F (centres undefined)
    -0.4%	12.5%	7.3%	-7.5	-11.1%	-2.2%	-3.3%	7.6	-1.1%
40) CCCCn1c(O)c(C(CC)=NCCCn2ccnc2)c(=O)[nH]c1=O
    4.4%	-2.3%	-0.9%	-2.3	0.2%	-4.5%	-5.0%	8.0	-2.4%

Limited to GLP1R cytotox, for two of the compounds above:
No.	structure	GLP1R cytotox
37	CCN(CC)c1ccc(C=C2C(=O)N(C)C(=S)N(C)C2=O)o1	0.3%
38	O=C1N[C@@H](c2ccccc2)COC(=O)[C@@H](Cc2ccc(F)cc2)CC/C=C/C[C@@H]1CC(=O)N(CCO)Cc1ccccc1	-7.7%

High-throughput results as filed in PubChem BioAssay.
